bIAP inhibitor = bovine intestinal alkaline phosphatase inhibitors, primary screen, selectivity assay for TNAP inhibitor project, biochemical, bovine IAP, CDP-star luminescence. 190,000 tested, under 10 active. AID 1019, 2008. alkaline phosphatase, intestinal [Bos taurus]. purified bovine IAP, 30 min. inhibition, % at 20 µM;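 active means over 50% inhibition of intestinal alkaline phosphatase at 20 µM in the single-dose screen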
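test system = bovine IAP enzyme | medium = DEA buffer 100 mM, pH 9.8, with MgCl2 1.0 mM, ZnCl2 0.02 mM | detection = luminescence | dosing = single compound dose of 20 µM, 2% DMSO final | incubation = 30 min reaction at room temperature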
L major viab = Leishmania major promastigote growth inhibition, primary screen; Leishmania major promastigotes, resazurin fluorescence viability; inhibition, % at 10 µM; 9% of 200,000 active; in the data active means inhibition above about 50%;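 further: promastigotes grown with compound for 44 hours at 28 °C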
PPARg SRC3 recr = PPARgamma agonists recruiting SRC-3 coactivator, primary screen, biochemical; Peroxisome proliferator-activated receptor gamma (Homo sapiens), P37231; biochemical PPARgamma/SRC-3 coactivator recruitment assay; activation, % at 8 µM; 0.26% of 200,000 active; in the data active means activation above about 23%;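 further: 0% = DMSO and 100% = reference agonist; some compounds past the cut are filed as inactive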
Target sequence (P37231 whole entry, looked up): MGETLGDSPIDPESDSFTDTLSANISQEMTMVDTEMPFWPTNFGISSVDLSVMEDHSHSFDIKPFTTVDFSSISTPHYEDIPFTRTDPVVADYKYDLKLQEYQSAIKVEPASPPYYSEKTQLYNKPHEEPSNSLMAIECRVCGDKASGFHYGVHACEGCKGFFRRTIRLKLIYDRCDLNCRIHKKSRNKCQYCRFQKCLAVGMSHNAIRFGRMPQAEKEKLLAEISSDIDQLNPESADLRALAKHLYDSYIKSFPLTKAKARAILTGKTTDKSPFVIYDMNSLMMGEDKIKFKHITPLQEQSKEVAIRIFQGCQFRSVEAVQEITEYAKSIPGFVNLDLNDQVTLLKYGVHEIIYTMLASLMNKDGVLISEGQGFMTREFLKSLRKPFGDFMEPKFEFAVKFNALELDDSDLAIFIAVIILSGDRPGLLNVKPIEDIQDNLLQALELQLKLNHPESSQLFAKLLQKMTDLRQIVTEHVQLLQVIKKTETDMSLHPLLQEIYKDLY
PPARg SRC2 recr = agonists of PPARg-SRC-2 recruitment, primary screen, biochemical, HTS | Peroxisome proliferator-activated receptor gamma (Homo sapiens), P37231 | PPARgamma LBD-SRC-2 recruitment | activation, % at 8 µM | 0.34% of 200,000 active | AID 1032, 2008; in the data active means activation above about 22%;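 further: 0% = vehicle and 100% = reference agonist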
ROMK mod = ROMK potassium channel modulators, primary screen, cell-based, thallium flux, MLSMR library; Tet-inducible ROMK, thallium flux fluorescence; actives lie on both sides; AID 1918, 2009; ATP-sensitive inward rectifier potassium channel 1 (Homo sapiens), P48048; 2% of 130,000 active; B-score at 10 µM;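 active means signal ratio slope over the read window, or its plate-corrected B-score, at least 3 SD from the plate mean, either direction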;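 further: B-score of the F/F0 ratio slope over 7 to 12 s after thallium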
Target sequence (P48048 whole entry, looked up): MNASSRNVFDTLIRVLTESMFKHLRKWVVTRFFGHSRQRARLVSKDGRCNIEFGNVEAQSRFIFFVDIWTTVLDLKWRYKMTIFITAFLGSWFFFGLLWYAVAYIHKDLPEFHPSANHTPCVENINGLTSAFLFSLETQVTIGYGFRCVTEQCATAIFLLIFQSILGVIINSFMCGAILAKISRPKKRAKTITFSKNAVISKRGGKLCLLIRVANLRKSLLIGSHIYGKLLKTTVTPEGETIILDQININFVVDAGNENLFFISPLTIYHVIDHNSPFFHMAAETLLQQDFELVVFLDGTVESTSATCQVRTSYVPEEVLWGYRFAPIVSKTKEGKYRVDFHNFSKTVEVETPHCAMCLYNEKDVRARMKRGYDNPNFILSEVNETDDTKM
RAM inhibit = inhibitors of the yeast RAM network, primary screen, dse1pr::URA3 reporter, 5-FOA selection. S. cerevisiae dse1pr::URA3 reporter, 5-FOA growth OD615, 2 d; analog-sensitive cbk1-as2 kinase mutant strain. 1.8% of 190,000 active. inhibition, % at 50 µM. AID 868, 2007;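 active means inhibition above a set limit, 3 SD over mean compound inhibition, cut at about 8.4% in these data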;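 further: 0% = DMSO-only wells with no growth and 100% = 10 µM 1-NA-PP1 full growth; inhibition rescues growth on 5-FOA so higher OD means more RAM inhibition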
PPARg SRC1 recr = PPARgamma agonists recruiting SRC-1 coactivator, primary screen, biochemical; Peroxisome proliferator-activated receptor gamma (Homo sapiens), P37231; PPARgamma-SRC-1 coactivator recruitment biochemical assay; activation, % at 8 µM; 0.41% of 200,000 active; AID 631, 2007; in the data active means activation above about 19%;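 further: 0% = DMSO and 100% = reference agonist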
S1P3 antag = S1P3 receptor antagonists, primary screen, cell-based; Sphingosine 1-phosphate receptor 3 (Homo sapiens), Q99500; CHO S1P3 NFAT-BLA reporter, FRET fluorescence, antagonist mode; inhibition, % at 4.98 µM; 0.27% of 170,000 active;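 active means inhibition above the plate cutoff, the mean inhibition of test wells on that plate plus 3 SD, cut at about 28% in these data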;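 further: cells challenged with S1P at its EC80 of 0.8 µM; blue over green emission ratio from cleaved BLA substrate after 4 h stimulation; 0% = S1P-stimulated wells and 100% = unstimulated DMSO-only wells; some compounds past the cut are filed as inactive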
TR-FRET SRC-2 ct = TR-FRET signal artefacts, primary screen, artefact control for PPARgamma SRC-2 agonist project, biochemical; AID 1049, 2008; TR-FRET ratio at 8 µM; TR-FRET artefact counter-screen; hits give high values; 0.4% of 200,000 active; in the data active means TR-FRET ratio above about 2000; further: inactives centre near 1500
Efa HMGR inh = inhibitors of E. faecalis class II HMGR, primary screen, biochemical, Enterococcus faecalis. inhibition, % at 10 µM. AID 1066, 2008. purified E. faecalis HMGR, NADPH absorbance 340 nm kinetic. 0.41% of 190,000 active. HMG-CoA reductase (Enterococcus faecalis, mvaE);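 active means inhibition above a set limit, the median over all tested compounds plus 3 SD, cut at about 9.5% in these data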;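 further: enzyme runs in reverse so mevalonate oxidation gives rising NADPH absorbance; 0% = complete reaction with DMSO and 100% = background rate lacking mevalonate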
DTT redox prof = compounds producing H2O2 with reducing agent – biochemical, NIH compound library profiling, artefact control for MLSCN library redox annotation, primary screen; activation, % at 10 µM; 0.03% of 200,000 active; DTT-dependent redox cycling H2O2, phenol red/HRP absorbance; 100% = 100 µM peroxide control, 0% = buffer;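 active means activation of at least 50% relative to the plate's high and low controls in the primary single-dose screen; inactive means activation below 50%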;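 further: compound incubated with DTT at 0.8 mM final as the reducing agent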
Active calls of the source: *; . = no result given.

1. Cn1cc(CN2CCCC(CO)(Cc3cccc(Cl)c3)C2)cn1 (centres undefined)
2. CC(=O)c1ccc(NC(=O)CN2C(=O)COc3ccc(Cl)cc32)cc1
3. S=C(NC1CCCCC1)N(CCc1nc2ccccc2[nH]1)C1CCCC1
4. Cc1cccc(N2C(=O)CC(c3ccc(F)cc3)C3=C2COC3=O)c1 (centres undefined)
5. CCCN1C(=O)c2ccccc2NC1c1cc(OC)c(OC)c(OC)c1 (centres undefined)
6. COC(=O)C1=C(C)N(c2ccc(OC)c(OC)c2)C(=O)/C1=C\c1cccs1
7. CCOC(=O)c1c(N2C(=O)Nc3ccccc3N2O)sc2c1CCCC2
8. CC(C)c1[nH]nc2c1C(c1cccc(OC(=O)N3CCOCC3)c1)C(C#N)=C(N)O2 (centres undefined)

entry no.	1	2	3	4	5	6	7	8
bIAP inhibitor	0	6	-1	-6	21	-12	9	-2
L major viab	81*	5	46	-4	0	46	38	1
PPARg SRC3 recr	2	-5	10	3	0	8	6	10
PPARg SRC2 recr	-7	7	-1	4	-6	0	6	7
ROMK mod	-0.46	.	.	0.0049	.	0.78	1.2	.
RAM inhibit	0.8	5.2	-0.9	0.2	0.9	4.3	1.8	1.9
PPARg SRC1 recr	4	-2	1	-7	-9	-2	3	4
S1P3 antag	-7	1	.	-6	.	-5	-10	-1
TR-FRET SRC-2 ct	1540	1515	1587	1539	1288	1619	1683	1708
Efa HMGR inh	-1	4	-4	0	2	-6	1	1
DTT redox prof	-1.0	-1.1	4.5	-0.3	1.1	0.5	0.1	0.4

Down the list, from the results shown.
L major viab, entries 1–8: 81*, 5, 46, -4, 0, 46, 38, 1
DTT redox prof, entries 1–8: -1.0, -1.1, 4.5, -0.3, 1.1, 0.5, 0.1, 0.4

Further compounds follow:
9. CCOC(=O)c1oc2ccccc2c1NC(=O)COC
10. COc1ccc(/C=C2\SC(=S)NC2=O)cc1OS(=O)(=O)c1ccc(NC(C)=O)cc1
11. Cc1ccc(OCCN2C(=O)C(=O)c3cccc(C)c32)cc1
12. COc1ccccc1NS(=O)(=O)c1ccc(N/N=C/c2ccccc2OCC(=O)O)c([N+](=O)[O-])c1
13. COc1ccc(NC(=O)C2CC2)cc1NS(=O)(=O)c1ccc(F)cc1
14. N/C(CN1CCCC1=O)=N\OC(=O)c1ccc(Cl)c(Cl)c1
15. Cc1ccc(-n2nnnc2C(=Cc2ccc(N(C)C)cc2)c2nnnn2-c2ccc(C)cc2)cc1
16. CC(C)CCNC(=O)CN(Cc1cccs1)C(=O)CCC(=O)Nc1nccs1

entry no.	9	10	11	12	13	14	15	16
bIAP inhibitor	-8	3	6	15	-6	-1	20	0
L major viab	-1	-1	-15	-1	4	-5	43	-4
PPARg SRC3 recr	3	2	3	-4	-5	1	7	3
PPARg SRC2 recr	1	-1	-3	-2	3	1	12	6
ROMK mod	.	-0.24	0.71	0.95	0.29	-0.19	-0.3	.
RAM inhibit	-0.7	5.5	1.8	2.6	1.7	0.5	6.2	1.2
PPARg SRC1 recr	-3	7	0	2	10	-1	6	10
S1P3 antag	-67	-19	-17	-14	.	-15	.	.
TR-FRET SRC-2 ct	1424	1639	1637	1355	1580	1559	1604	1642
Efa HMGR inh	0	-1	-2	-6	-5	3	-1	1
DTT redox prof	0.8	-0.3	0.1	-0.3	14	-0.8	-4.5	-0.9

17. Brc1ccccc1-c1nnc(SCc2nc3ccccc3s2)o1
18. O=C(c1ccccc1)N1CCN(C2CC(=O)N(CCc3ccccc3)C2=O)CC1 (centres undefined)
19. COC(=O)Cn1c(=NC(=O)CSCC(=O)NC2CCCCC2)sc2cc(OC)ccc21
20. Cc1cccc(-n2c(SCC(=O)Nc3nonc3C)nnc2-c2ccoc2C)c1
21. O=C1c2ccccc2-c2c1cccc2C(=O)N1CCCCCC1
22. CC(C)CN=C(NS(=O)(=O)c1ccccc1)C(Cl)(Cl)Cl
23. CCOc1ccc(-c2nc(CCl)cs2)cc1OC
24. CC(=O)c1cc(CN2CCCCC2)cc(OC(C)C)c1

entry no.	17	18	19	20	21	22	23	24
bIAP inhibitor	30	1	8	-4	4	25	-10	8
L major viab	-4	-3	3	1	-3	90*	22	-8
PPARg SRC3 recr	-3	-11	8	-1	1	2	2	2
PPARg SRC2 recr	0	-5	4	-1	4	1	-6	7
ROMK mod	0.2	-0.012	0.74	.	-0.075	.	-0.63	-0.29
RAM inhibit	8.6*	0.5	3.9	0.4	0.4	0.5	2.0	0.7
PPARg SRC1 recr	2	4	3	2	4	6	-5	9
S1P3 antag	0	12	.	-3	11	8	-4	11
TR-FRET SRC-2 ct	1626	1383	1468	1513	1552	1541	1637	1743
Efa HMGR inh	-3	-5	2	-2	-5	-1	1	-4
DTT redox prof	0.7	2.0	0.0	-12	-0.3	0.5	0.0	0.5

25. C[C@@H]1NC(=O)[C@H](CCCN=C(N)N)NC(=O)c2cc([N+](=O)[O-])cc(I)c2OCC[C@@H](C(=O)NC(CC(=O)O)C(N)=O)NC1=O (some centres undefined)
26. COc1cc2c(cc1OC)C(C)N(C(=O)c1cccs1)CC2 (centres undefined)
27. C=CCSc1ncc(C#N)c(N)n1
28. CCNC(=O)c1sccc1-n1cccc1
29. Cc1ccc(-n2nc3c(c2NC(=O)c2ccc4c(c2)OCO4)CS(=O)C3)cc1 (centres undefined)
30. Cc1c(C)c2cc(Cl)c(OCc3nn[nH]n3)cc2oc1=O
31. CCc1sc(C(=O)NC2CCN(C)CC2)cc1Br
32. CCCOc1cccc(-c2cc(C(=O)NNC(=S)NCC)c3ccccc3n2)c1

entry no.	25	26	27	28	29	30	31	32
bIAP inhibitor	16	-1	9	2	0	-1	5	-32
L major viab	-5	3	-3	3	-3	-2	35	-1
PPARg SRC3 recr	2	1	-9	-10	4	6	-2	7
PPARg SRC2 recr	8	6	-1	-2	-6	0	-6	8
ROMK mod	0.12	0.84	-1.8	0.42	.	.	.	-0.52
RAM inhibit	1.2	0.6	0.0	0.0	2.3	2.6	1.9	1.6
PPARg SRC1 recr	3	0	0	0	6	4	-1	3
S1P3 antag	-9	-15	.	.	14	-52	11	.
TR-FRET SRC-2 ct	1522	1458	1399	1519	1510	1579	1505	1752
Efa HMGR inh	-1	-8	6	-1	-8	0	4	-2
DTT redox prof	0.4	-3.2	0.9	0.2	2.6	2.5	1.9	-1.2

33. CCOc1ccc(C(=O)CCC(=O)O)cc1
34. FC(F)(F)c1cccc(Sc2cc(C(F)(F)F)nc(-c3ccccn3)n2)c1
35. CCC(C)[C@@H](N)C(=O)N/N=C/c1ccc2ncccc2c1 (some centres undefined)
36. Cc1cccc2cc(C(c3nnnn3C3CCCC3)N3CCOCC3)c(=O)[nH]c12 (centres undefined)
37. O=C(Nc1nccs1)C1CC(=O)N(Cc2ccco2)C1 (centres undefined)
38. O=C(CSc1nnc(C2COc3ccccc3O2)o1)N1CCCCC1 (centres undefined)
39. c1ccc(-c2cc(N3CCOCC3)nc(-c3ccccc3)n2)cc1
40. O=C(Nc1ccccc1Sc1ccccc1)c1ccc(F)cc1

entry no.	33	34	35	36	37	38	39	40
bIAP inhibitor	3	6	-3	-5	-8	3	7	16
L major viab	-7	11	23	-1	-3	-8	-8	2
PPARg SRC3 recr	8	1	-6	-6	0	-7	1	-1
PPARg SRC2 recr	7	-2	-10	4	8	-13	-1	3
ROMK mod	.	.	.	0.81	-0.78	.	-0.0035	0.057
RAM inhibit	1.7	3.4	0.9	-0.5	-0.9	-1.2	2.0	1.1
PPARg SRC1 recr	5	-2	3	-7	3	5	2	6
S1P3 antag	.	.	3	10	-16	-7	-4	9
TR-FRET SRC-2 ct	1594	1424	1437	1466	1723	1429	1790	1560
Efa HMGR inh	4	-3	-4	-4	3	0	-3	-6
DTT redox prof	3.1	16	0.2	0.2	-0.3	-0.9	2.4	-0.6

41. CC(C)(C)c1nnc(N/N=C/c2ccccc2O)n(N)c1=O
42. O=S(=O)(NCC(c1ccco1)N1CCN(c2ccccc2F)CC1)c1ccc(F)cc1 (centres undefined)
43. O=S(=O)(c1ccc2c(c1)OCCO2)N1CCc2ccccc21
44. COc1cc(NC(=S)NCC2CCCO2)c(OC)cc1Cl (centres undefined)
45. O=C(Cn1ccc2ccccc2c1=O)NCC1COc2ccccc2O1 (centres undefined)
46. CCn1c(C(c2ccccc2)c2ccccc2)n[nH]c1=S
47. O=C1CC(c2ccccc2)C(C(=O)O)N1 (centres undefined)
48. COc1cc(NC(=O)c2ccccc2[N+](=O)[O-])c(C(=O)O)cc1OC
49. CCOC(=O)C(C(=O)OCC)[C@@H]1CS(=O)(=O)C[C@H]1C(C(=O)OCC)C(=O)OCC
50. COc1cc(C2C(C(=O)c3ccc(C)o3)=C(O)C(=O)N2c2cc(C)on2)ccc1O (centres undefined)
51. O=C(O)c1cc(C(F)(F)F)nc2c(C(F)(F)F)cccc12

entry no.	41	42	43	44	45	46	47	48	49	50	51
bIAP inhibitor	5	7	5	2	17	-20	7	1	0	11	5
L major viab	98*	41	-7	6	-1	1	-8	-4	-7	-6	-1
PPARg SRC3 recr	-4	2	4	4	-18	-1	2	3	-4	3	1
PPARg SRC2 recr	0	-2	3	5	1	3	11	3	1	5	6
ROMK mod	0.087	-2.1	0.4	2.1	.	-0.24	.	-0.45	.	-0.17	.
RAM inhibit	-0.5	1.1	2.5	0.8	1.9	0.7	0.2	3.9	-0.3	2.4	0.8
PPARg SRC1 recr	1	-2	10	8	-5	-1	2	-1	-6	8	6
S1P3 antag	11	-5	-2	-9	.	.	12	-4	-18	9	-19
TR-FRET SRC-2 ct	1381	1579	1659	1708	1434	1346	1639	1621	1372	1751	1349
Efa HMGR inh	-7	0	-6	-3	1	-6	0	-2	-4	-3	0
DTT redox prof	-0.1	-0.2	-1.3	-0.5	-4.2	0.1	-0.7	-0.8	-0.6	0.1	0.7

Among those listed so far, two contain a cyano group:
8. CC(C)c1[nH]nc2c1C(c1cccc(OC(=O)N3CCOCC3)c1)C(C#N)=C(N)O2 (centres undefined)
27. C=CCSc1ncc(C#N)c(N)n1

entry no.	8	27
bIAP inhibitor	-2	9
L major viab	1	-3
PPARg SRC3 recr	10	-9
PPARg SRC2 recr	7	-1
ROMK mod	.	-1.8
RAM inhibit	1.9	0.0
PPARg SRC1 recr	4	0
S1P3 antag	-1	.
TR-FRET SRC-2 ct	1708	1399
Efa HMGR inh	1	6
DTT redox prof	0.4	0.9
